Assay outcomes (PubChem)
Tau fluor cs: counter-screen for tau fibril formation inhibitors | tau K18 P301L Alexa594 fluorescence, heparin fibrillization | Potency, µM (top dose mostly 57.7 µM), for the others: at the highest dose activity change, negative = decrease | actives 0.93% (n = 280,000); further: on the % scale 0 is the no-effect control and ±100 the full control effect; nearly all actives have a fitted effect of over 55% in size
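Human K18 P301L tau (15 uM unlabeled plus 0.24 uM Alexa 594-labeled, final) in 100 mM sodium acetate pH 7 was mixed with compound and 20 uM heparin and incubated 6 hr at 37 C.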
HTT cytoprotect: protects HTT-Q103 PC12 cells, measured by ATP; PC12 HTT-Q103 induced, cytoprotection, ATP luminescence, 40 h; Potency, µM (top dose mostly 56.4 µM), for the others: cytoprotection (ATP increase), usual class: activators; actives 0.14% (n = 230,000); AID 1471;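 further: % of control where 0% means no effect; nearly all actives have a fitted effect of over 45% in size; toxic huntingtin expression switched on by the ecdysone agonist tebufenozide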
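Rat PC12, Q103 Htt exon1-GFP fusion, ecdysone promoter; tebufenozide inducer 100 nM final; compound titration; qHTS, 1500 cells/well; ATPlite luminescent read.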
TRb SRC2 PPI: inhibitors of human thyroid hormone receptor beta-SRC2 interaction; Potency, µM (doses to about 106 µM), without a hit: top-dose activity change, negative = inhibition, usual class: inhibitors; TRbeta-SRC2 peptide binding, fluorescence polarization; receptor liganded with 1 µM T3; actives 0.065% (n = 280,000); AID 1469;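 further: plate controls were bound peptide for no effect and peptide without receptor for full effect; nearly all actives have a fitted effect of over 50% in size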
Target sequence (P10828 whole entry, looked up): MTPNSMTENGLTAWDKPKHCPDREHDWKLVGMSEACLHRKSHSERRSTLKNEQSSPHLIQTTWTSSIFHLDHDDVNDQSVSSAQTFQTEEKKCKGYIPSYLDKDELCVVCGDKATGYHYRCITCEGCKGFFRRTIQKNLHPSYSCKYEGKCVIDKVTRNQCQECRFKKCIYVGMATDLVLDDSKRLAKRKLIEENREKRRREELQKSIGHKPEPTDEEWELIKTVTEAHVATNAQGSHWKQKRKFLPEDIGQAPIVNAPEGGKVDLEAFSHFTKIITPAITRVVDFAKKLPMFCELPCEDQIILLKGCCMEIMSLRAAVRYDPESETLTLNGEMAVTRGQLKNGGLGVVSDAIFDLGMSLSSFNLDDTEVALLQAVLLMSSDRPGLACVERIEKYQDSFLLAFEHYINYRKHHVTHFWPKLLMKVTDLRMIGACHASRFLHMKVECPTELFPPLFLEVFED
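Decrease in fluorescence polarization of 20 nM Texas Red SRC2 coactivator peptide flagged inhibition of its binding to 0.6 uM TRb LBD; 1 uM T3 included, incubation 5 hr, ex 555/em 632 nm.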
Tau fibril ThT: inhibitors of human tau fibril formation, thioflavin T binding. P10636. recombinant tau K18 P301L (four-repeat tau fragment), heparin-induced fibrillization, ThT fluorescence. Potency, µM (series often up to 57.4 µM), inactives show at the top dose activity, negative = inhibition, hits mostly inhibitors. actives 2.1% (n = 270,000). AID 1460; further: on the % scale 0 is the no-effect control and ±100 the full control effect; nearly all actives have a fitted effect of over 55% in size
Target sequence (P10636 561-689 P618L limits assumed): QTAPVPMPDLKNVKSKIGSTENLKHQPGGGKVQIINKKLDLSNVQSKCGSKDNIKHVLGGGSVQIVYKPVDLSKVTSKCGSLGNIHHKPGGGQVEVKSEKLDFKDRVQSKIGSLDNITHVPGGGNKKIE
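Heparin-induced fibrillization of the P301L-mutant K18 repeat-domain fragment of human tau was followed by ThT binding in quantitative high-throughput format.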
Tau fibril FP: inhibitors of human tau fibril formation | AID 1468 | Potency, µM (doses to about 57.7 µM), for the others: at the highest dose activity, negative = inhibition, usual class: inhibitors | K18 P301L tau heparin fibrillization, Alexa594 FP, 6 h | P10636 | actives 0.39% (n = 280,000); further: on the % scale 0 is the no-effect control and ±100 the full control effect; nearly all actives have a fitted effect of over 55% in size
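Steps: dispense K18 P301L tau (15 uM plus 0.24 uM Alexa 594 tracer, final) in pH 7 sodium acetate; add compound; add heparin (20 uM final); incubate 6 hr, 37 C; add ThT (30 uM final); after 1 hr ambient, read FP.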
L3MBTL1 inh: inhibitors of human L3MBTL1. AlphaScreen L3MBTL1–H3K9me1 peptide binding. Potency, µM (titrated, usually from 57.1 µM), for the others: top-dose activity, negative = inhibition, most hits filed as inhibitors. actives 0.66% (n = 230,000); further: on the % scale 0 is the no-effect control and ±100 the full control effect; nearly all actives have a fitted effect of over 60% in size
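L3MBTL1 (50 nM) pre-complexed 30 min with biotinylated H3(1-15)K9me1 peptide (75 nM), then compounds added for 30 min at room temperature; AlphaScreen streptavidin donor/nickel chelate acceptor beads (10 ug/mL final) read after 30 min dark incubation.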
TR SRC2 fluor cs: Texas Red fluorescence interference in TRb-SRC2 counter-screen; TRb/SRC2 Texas Red total fluorescence interference; Potency, µM (highest dose often 106 µM), for inactives: at the top dose fluorescence change, negative = quenching; actives 0.29% (n = 280,000); AID 1479; active means well fitted curve in either direction with a large enough effect; inconclusive means small, poorly fitted or top-dose-only effect; further: on the % scale 0 is the no-effect control and ±100 the full control effect
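Human TRβ ligand-binding domain (0.6 uM) and Texas Red SRC2 peptide (20 nM) in Tris buffer with 1 uM T3 and 5% DMSO were incubated with pinned compound for 5 hr at ambient temperature. Total fluorescence was computed as S + 2P (555/632 nm).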
RECQ1 helicase: inhibitors of human RECQ1 DNA helicase | actives 0.54% (n = 240,000) | P46063 | Potency, µM (top dose mostly 57.3 µM), without a hit: at the highest dose activity, negative = inhibition, hits mostly inhibitors | RECQ1 DNA unwinding, red fluorescence kinetic read;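 further: plate controls were vehicle for no effect and no enzyme for full effect; nearly all actives have a fitted effect of over 30% in size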
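RECQ1T1 50 nM; forked duplex (20 bp + 30-nt ss tails) 200 nM, ATP 2 mM final; pH 8.0, 2 mM MgCl2, 2.5 ug/ml poly(dI-dC); 15 min compound preincubation; discontinuous kinetic read over 2 h at RT.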
The depositor's hits bear a star; i = inactive; ? = inconclusive; nt = no result given; [ ] = another dose, or the depositor's remark. Unless noted, the call rests on the fitted dose curve; in most records, active means well fitted curve in the direction sought with a large enough effect; inconclusive means small, poorly fitted or top-dose-only effect, or another doubt; inactive means no such curve, though single readings can be large; an effect the other way counts as inactive or inconclusive. Potency means the concentration at half of the fitted maximal effect. Only part of the results is shown (hit frequency here may not be typical).

#	molecule	TR SRC2 fluor cs	HTT cytoprotect	Tau fibril FP	TRb SRC2 PPI	L3MBTL1 inh	Tau fluor cs	Tau fibril ThT	RECQ1 helicase
1	Cc1nnc(-c2ccccc2)[nH]c1=O	5.3%	15.5%[10 µM]	3.5%	-3.4%	?	-7.4%	-6.6%	i
2	Cn1cc(S(=O)(=O)Nc2ccc3c(c2)OCCO3)cn1	-3.2%	-162.3%[inhibitor]	8.3%	-8.4%	nt	-4.3%	1.4%	i
3	CC(C)C(=O)Nc1ccc2nc(SCCOc3ccccc3)sc2c1	-14.4%	nt	-3.0%	-3.1%	nt	-3.0%	2.8%	nt
4	COc1ccc2oc(-c3cccc(NC(=O)c4cc([N+](=O)[O-])ccc4N4CCOCC4)c3)nc2c1	-14.0%	nt	-15.4%	-2.7%	nt	?	?	nt
5	NC(=O)c1oc2ccccc2c1NC(=O)CN1CCCCC1	-0.5%	-13.3%	-2.6%	-23.5%	-8.5%	1.2%	-3.6%	-4.2%
6	Cc1nncn1-c1ccc(C(=O)Nc2cc(F)ccc2F)cc1	-1.0%	nt	-2.6%	-5.0%	nt	-6.1%	-6.3%	nt
7	COCCn1nnnc1C(c1ccc(OC)cc1OC)N1CCN(c2ccccc2F)CC1 (configuration not stated)	-2.4%	-4.6%[10 µM]	1.9%	-6.3%	1.1%	1.5%	-5.2%	-12.2%
8	CCCCc1ccc(NC(=S)Nc2ccc(Nc3ccc(OC)cc3)cc2)cc1	0.0%	28.1%[10 µM]	?	6.7%	?	7.94µM*[quencher]	8.91µM*	8.4%
9	CCOC(=O)C(C(=O)NCc1ccc(F)cc1)c1ncc(C(F)(F)F)cc1Cl (configuration not stated)	-6.3%	-20.4%	0.6%	-2.7%	14.0%	-3.2%	-1.9%	-9.0%
10	CCN(CCNC(=O)CN(C)S(=O)(=O)c1cccc2nsnc12)c1ccccc1	-2.0%	-36.4%	13.3%	-6.3%	nt	-21.3%	-13.0%	i
11	COc1ccc(N2CCN(C(=O)Cn3c(=O)[nH]c4ccccc4c3=O)CC2)cc1	-1.9%	-24.9%	6.9%	-10.0%	-17.6%	-5.9%	-6.9%	-10.4%
12	CSC1=NC2(C)CCCCC2C12C=CC(=O)C=C2 (configuration not stated)	-2.5%	5.2%[10 µM]	-1.6%	4.5%	nt	14.2%	nt	-7.1%

Carrying on:
#	molecule	TR SRC2 fluor cs	HTT cytoprotect	Tau fibril FP	TRb SRC2 PPI	L3MBTL1 inh	Tau fluor cs	Tau fibril ThT	RECQ1 helicase
13	O=C(Nc1sc2c(c1C(=O)NC1CCCCC1)CCC2)c1ccco1	0.9%	-9.8%	1.5%	-2.1%	nt	-3.5%	-2.3%	i
14	N#CCC(=O)Nc1ccc(C(=O)Nc2cccnc2)cc1	-2.4%	-5.6%[10 µM]	1.9%	-0.7%	-4.1%	-13.6%	-9.2%	i
15	O=C(Nc1nn[nH]n1)C12CC3CC(CC(C3)C1)C2	-2.4%	4.7%	5.4%	-15.3%	nt	3.4%	-5.0%	-10.9%
16	CCOc1ccc(NC(=O)Nc2ccc3snnc3c2)cc1	-3.2%	nt	?	-4.5%	nt	5.01µM*[quencher]	-6.5%	nt
17	Cc1ccccc1NC(=O)C1CCCN1S(=O)(=O)c1cccc2cccnc12 (configuration not stated)	1.5%	22.3%	2.5%	1.4%	nt	-6.4%	-11.1%	-13.5%
18	O=C(NC(=S)Nc1ccc2c(c1)OCCO2)c1ccco1	0.2%	-24.2%[10 µM]	-3.6%	9.4%	nt	-5.1%	nt	-3.8%
19	CC(C(=O)N1CCOCCOCCOCC1)N1C(=O)c2ccccc2C1=O (configuration not stated)	-2.7%	nt	8.7%	-1.1%	6.2%	8.0%	3.9%	i
20	COc1ccc(CCNC(=O)CCn2c(=O)c3cccn3c3cccnc32)cc1OC	-2.7%	nt	1.8%	5.1%	nt	0.2%	-5.7%	nt
21	CCOC(=O)N1CCC(N(CCN(C)C)C(=S)Nc2cccc(Cl)c2)CC1	-4.0%	-40.9%[inhibitor]	-7.1%	-7.4%	nt	-10.7%	0.4%	i
22	COc1ccc(-n2c(C)c(C(C)=O)c3cc(O)ccc32)cc1	2.1%	-10.4%[10 µM]	-0.4%	11.1%	12.5%	-8.6%	-10.1%	-6.1%
23	COc1ccc(N2C(=O)CSC23C(=O)Nc2ccccc23)cc1OC (configuration not stated)	-0.9%	8.6%	0.3%	-14.1%	-0.4%	-9.7%	-17.9%	0.9%
24	COC(=O)c1sc2nc(SCc3cccc(Cl)c3)n(N)c(=O)c2c1C	-2.0%	nt	-6.1%	-3.0%	-0.9%	-2.7%	8.6%	11.1%

Next part:
#	molecule	TR SRC2 fluor cs	HTT cytoprotect	Tau fibril FP	TRb SRC2 PPI	L3MBTL1 inh	Tau fluor cs	Tau fibril ThT	RECQ1 helicase
25	Cc1c(C)c2c(cc(C)c3c(-c4ccc(Br)cc4)coc32)oc1=O	-17.4%	nt	-2.6%	1.7%	nt	-5.7%	-7.3%	nt
26	CCCCC(CC)CNC(=O)C1CCN(S(=O)(=O)c2cccc3nsnc23)CC1 (configuration not stated)	-1.3%	nt	-12.0%	2.3%	nt	-4.7%	5.1%	nt
27	Cc1ccc2oc(=O)c3cnn(CC(=O)N4CCN(c5ccccc5F)CC4)c3c2c1	-0.5%	nt	-2.3%	2.7%	nt	-13.4%	?	nt
28	Cc1cccc(CNc2ccnc(-c3cccc(NS(C)(=O)=O)c3)n2)c1	-1.5%	-13.7%	-10.3%	4.2%	nt	?	-6.7%	-4.0%
29	COC(=O)n1c(=O)oc2cc(S(=O)(=O)N3CCCCC3)ccc21	-6.1%	-7.9%	7.0%	3.3%	6.2%	6.5%	10.0%	-5.0%
30	Cc1cc(C)c2oc(C(=O)Nc3ccc(S(=O)(=O)Nc4nccc(C)n4)cc3)cc(=O)c2c1	-18.2%	nt	1.1%	8.5%	nt	-12.3%	-14.1%	nt
31	OC(COC(c1ccccc1)c1ccccc1)CN1CCN(c2ccccn2)CC1 (configuration not stated)	1.2%	-7.7%[10 µM]	6.8%	-1.9%	-14.5%	4.3%	-2.6%	-0.2%
32	CC(C)[C@@H](CC(=O)N[C@@H]1CCCC[C@H]1C(=O)N[C@H](CC(=O)N[C@@H](CCC(=O)O)CC(=O)O)Cc1ccccc1)NC(=O)C[C@H](Cc1c[nH]c2ccccc12)NC(=O)[C@@H]1CCCC[C@H]1N	-0.1%	?	-0.8%	-5.1%	nt	-8.8%	-6.2%	-7.4%
33	COc1cccc2c(=O)cc(C)n(CC(=O)Nc3ccc(C)c(C)c3)c12	-0.5%	-13.3%[0.074 µM]	-4.5%	-4.2%	5.6%	-6.0%	-15.0%	-2.0%
34	O=C(Nc1ccccc1Cl)c1cc[n+](Cc2ccc([N+](=O)[O-])cc2)cc1	-1.5%	12.7%[10 µM]	-5.3%	-0.3%	5.9%	-7.1%	-7.4%	-5.2%
35	COc1ccc2[nH]cc(CCNC(=O)C3CCCO3)c2c1 (configuration not stated)	-3.1%	8.7%	7.4%	-2.9%	-1.7%	-20.3%	?	-2.4%
36	Cc1ccc(CNC(=O)c2sc3nc4n(c(=O)c3c2C)CCCC4)cc1	-10.9%	nt	11.1%	3.1%	nt	-13.2%	?	nt

Carrying on:
#	molecule	TR SRC2 fluor cs	HTT cytoprotect	Tau fibril FP	TRb SRC2 PPI	L3MBTL1 inh	Tau fluor cs	Tau fibril ThT	RECQ1 helicase
37	C=C(C)COc1ccc(-c2n[nH]c(C)c2Oc2ccccc2OC)c(O)c1	0.6%	5.0%[0.074 µM]	-6.0%	5.7%	-4.1%	-27.7%	?	i
38	COc1ccccc1NC(=O)COc1cc(C)nc(C(C)C)n1	1.7%	-23.2%	-0.4%	-6.8%	nt	6.6%	3.6%	-1.7%
39	CC(C)(C)NC(=O)NC(=O)COC(=O)C1=COCCO1	-4.5%	23.8%	3.4%	-1.8%	nt	-2.2%	-6.8%	-1.4%
40	CCN(CC)CCOC(=O)c1cccc(Br)c1	-0.7%	-10.6%	-2.1%	-5.3%	8.7%	-1.9%	-4.1%	-14.1%
41	Cc1cccn2c(CNCCCOc3cccnc3)c(C(=O)N3CCOCC3)nc12	-2.4%	3.7%[10 µM]	-13.0%	-6.4%	0.3%	-4.4%	-9.3%	0.5%
42	CCCCCCCCCCSc1n[nH]c(N)n1	-0.6%	-25.2%[10 µM]	1.6%	-2.4%	7.5%	2.4%	7.7%	2.7%
43	Cc1csc(NC(=O)c2ccccc2C(=O)O)n1	1.0%	-13.2%[10 µM]	7.3%	-3.1%	4.2%	6.7%	1.9%	-4.6%
44	CC(NC(=O)c1ccccc1)C(=O)N/N=C/c1cccc([N+](=O)[O-])c1 (configuration not stated)	0.5%	-0.8%[10 µM]	4.6%	-10.6%	0.7%	7.2%	-0.9%	i
45	O=[N+]([O-])c1ccc(S(=O)(=O)CC(CN2CCOCC2)N2CCOCC2)cc1 (configuration not stated)	5.9%	nt	-2.8%	7.0%	-8.9%	-12.6%	-14.4%	-4.9%
46	CCCCc1ccc(/C=C2/C(=O)ON=C2c2ccccc2)s1	-2.3%	13.6%[10 µM]	-3.3%	0.2%	-3.4%	-4.4%	?	-1.2%
47	O=S1(=O)N=C(N(CCO)/N=C/C=C/c2ccccc2)c2ccccc21	1.2%	-6.7%[10 µM]	1.1%	-2.4%	4.1%	-17.0%	-13.3%	1.1%
48	Clc1ccc(-c2noc(/C=C/c3ccccc3)n2)cc1	0.5%	10.5%[10 µM]	-4.0%	2.2%	19.8%	-2.0%	-6.9%	i

Two of the compounds above, with values under each structure:
Second line of a record – TR SRC2 fluor cs | HTT cytoprotect | Tau fibril FP | TRb SRC2 PPI | L3MBTL1 inh | Tau fluor cs | Tau fibril ThT | RECQ1 helicase
12. CSC1=NC2(C)CCCCC2C12C=CC(=O)C=C2 (configuration not stated)
  -2.5% | 5.2%[10 µM] | -1.6% | 4.5% | nt | 14.2% | nt | -7.1%
22. COc1ccc(-n2c(C)c(C(C)=O)c3cc(O)ccc32)cc1
  2.1% | -10.4%[10 µM] | -0.4% | 11.1% | 12.5% | -8.6% | -10.1% | -6.1%
